SSB-PriA inh – K. pneumoniae PriA-SSBct interaction inhibition; AlphaScreen SSBct-PriA binding, biotinylated peptide; inhibition, % at 33 µM; actives 0.6% (n = 430,000); in the data active = inhibition mostly above about 37%, no sharp cut-off; inactive = mostly below about 20%;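 also: plate controls were negative control peptide for no effect and reference peptide for full effect; strong numbers were not always called active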
3CLpro inhibitor – SARS-CoV 3CLpro protease inhibition. recombinant SARS-CoV 3CLpro, quenched FRET peptide cleavage. inhibition, % at 6 µM. actives 0.14% (n = 290,000); in the data active = inhibition above about 12%
BH1578 lux ind – quorum light induction in luxS cqsA deficient V. cholerae; V. cholerae BH1578 lux reporter, luminescence, 6 h; activation, % at 18.7 µM; actives 0.16% (n = 350,000); in the data active = activation mostly above about 9.7%, no sharp cut-off; inconclusive = no clear call, values can overlap the other calls; inactive = mostly below about 3.7%; also: not every result past the cut was called active; inactives centre near 0; reference of the scale not given here
Anthrax LF prot – inhibitors of Bacillus anthracis lethal factor protease. inhibition, % at 10 µM. P15917. AID 588501. actives 0.12% (n = 360,000). multiplex microsphere protease cleavage assay, LF; also: plate controls were buffer without enzyme for full effect and enzyme alone for no effect
TcdB inh – blocks C. difficile toxin B glycohydrolase activity | P18177 | TcdB glycohydrolase enzymatic assay, plate reader | inhibition, % at 9.99 µM | actives 0.24% (n = 350,000) | AID 652162; in the data active = inhibition above about 10%
Target sequence (P18177 whole entry, looked up): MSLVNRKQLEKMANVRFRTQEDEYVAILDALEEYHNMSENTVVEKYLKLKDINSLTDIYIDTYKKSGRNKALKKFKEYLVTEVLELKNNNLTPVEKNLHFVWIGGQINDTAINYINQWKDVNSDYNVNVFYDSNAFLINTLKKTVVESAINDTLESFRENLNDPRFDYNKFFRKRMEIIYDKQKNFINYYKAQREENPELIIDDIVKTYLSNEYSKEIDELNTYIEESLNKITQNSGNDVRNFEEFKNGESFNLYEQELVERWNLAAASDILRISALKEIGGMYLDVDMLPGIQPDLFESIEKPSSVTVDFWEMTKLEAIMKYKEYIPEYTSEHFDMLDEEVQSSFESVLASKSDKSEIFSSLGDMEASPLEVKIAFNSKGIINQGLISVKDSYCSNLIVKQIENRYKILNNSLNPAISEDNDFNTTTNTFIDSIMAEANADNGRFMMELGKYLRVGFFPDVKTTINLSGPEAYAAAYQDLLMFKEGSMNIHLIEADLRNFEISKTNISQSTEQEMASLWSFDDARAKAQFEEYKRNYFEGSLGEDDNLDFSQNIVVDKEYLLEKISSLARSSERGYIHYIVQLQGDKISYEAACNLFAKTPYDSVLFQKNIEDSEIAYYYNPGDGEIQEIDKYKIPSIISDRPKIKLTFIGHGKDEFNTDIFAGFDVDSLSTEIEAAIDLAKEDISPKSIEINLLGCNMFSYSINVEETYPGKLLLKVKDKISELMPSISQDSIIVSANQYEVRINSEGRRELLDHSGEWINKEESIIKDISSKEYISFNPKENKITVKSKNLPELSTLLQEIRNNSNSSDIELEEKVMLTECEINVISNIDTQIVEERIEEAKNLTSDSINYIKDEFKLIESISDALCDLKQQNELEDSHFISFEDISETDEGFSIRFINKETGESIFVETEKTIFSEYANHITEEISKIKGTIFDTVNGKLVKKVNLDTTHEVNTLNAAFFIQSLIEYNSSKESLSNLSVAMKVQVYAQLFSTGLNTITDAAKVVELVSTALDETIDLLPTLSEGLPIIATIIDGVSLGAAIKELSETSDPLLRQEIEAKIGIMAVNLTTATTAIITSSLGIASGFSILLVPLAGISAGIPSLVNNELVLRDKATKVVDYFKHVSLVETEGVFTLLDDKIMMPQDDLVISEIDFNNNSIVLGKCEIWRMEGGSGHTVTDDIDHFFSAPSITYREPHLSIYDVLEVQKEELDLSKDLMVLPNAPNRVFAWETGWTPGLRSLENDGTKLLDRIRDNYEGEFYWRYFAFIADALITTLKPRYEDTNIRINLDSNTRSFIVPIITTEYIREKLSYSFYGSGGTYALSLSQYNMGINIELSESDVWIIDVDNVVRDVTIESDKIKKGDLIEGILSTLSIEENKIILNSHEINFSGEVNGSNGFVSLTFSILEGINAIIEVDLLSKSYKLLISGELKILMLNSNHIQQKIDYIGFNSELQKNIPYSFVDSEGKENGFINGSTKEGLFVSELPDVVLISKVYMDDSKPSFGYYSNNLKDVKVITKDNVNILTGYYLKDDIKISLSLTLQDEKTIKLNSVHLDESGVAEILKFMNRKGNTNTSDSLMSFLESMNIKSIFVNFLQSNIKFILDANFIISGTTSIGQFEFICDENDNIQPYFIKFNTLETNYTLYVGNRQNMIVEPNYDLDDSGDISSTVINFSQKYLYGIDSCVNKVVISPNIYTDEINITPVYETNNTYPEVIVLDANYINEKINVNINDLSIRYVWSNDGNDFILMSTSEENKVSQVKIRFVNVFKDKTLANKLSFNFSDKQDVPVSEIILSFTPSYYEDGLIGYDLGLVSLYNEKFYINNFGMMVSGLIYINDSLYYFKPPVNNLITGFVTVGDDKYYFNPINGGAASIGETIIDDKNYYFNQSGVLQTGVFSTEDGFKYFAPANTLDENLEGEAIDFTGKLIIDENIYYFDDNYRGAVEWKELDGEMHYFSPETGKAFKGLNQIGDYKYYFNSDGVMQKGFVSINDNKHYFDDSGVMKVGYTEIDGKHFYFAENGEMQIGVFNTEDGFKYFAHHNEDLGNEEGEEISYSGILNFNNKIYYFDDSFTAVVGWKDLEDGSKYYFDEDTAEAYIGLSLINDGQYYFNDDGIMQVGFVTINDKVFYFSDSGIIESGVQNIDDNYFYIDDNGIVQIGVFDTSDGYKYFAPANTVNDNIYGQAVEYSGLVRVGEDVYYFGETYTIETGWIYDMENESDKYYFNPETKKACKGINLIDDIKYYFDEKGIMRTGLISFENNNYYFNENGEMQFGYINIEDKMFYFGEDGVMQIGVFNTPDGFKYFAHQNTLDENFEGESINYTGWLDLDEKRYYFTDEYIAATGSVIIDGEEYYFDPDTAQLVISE
BoNT-A LC inh2 – blocks Botulinum neurotoxin A light chain protease. actives 0.17% (n = 360,000). AID 588499. inhibition, % at 10 µM. multiplex microsphere protease substrate cleavage, flow cytometry; also: plate controls were buffer without enzyme for full effect and enzyme alone for no effect
CCHFV vOTU inh – blocks the CCHF virus ovarian tumor domain protease; actives 0.55% (n = 370,000); CCHFV vOTU protease, Pep-AMC fluorescence; inhibition, % at 11.5 µM; in the data active = inhibition above about 30%; also: 0% = vehicle wells with enzyme and 100% = no enzyme wells
PfHsp40 rescue – compounds rescuing yeast from Plasmodium falciparum HSP40 toxicity; S. cerevisiae expressing PfHsp40, growth rescue, ATP luminescence; AID 504582; actives 0.68% (n = 340,000); growth rescue, % at 12.5 µM; in the data active = growth rescue above about 28%, passing the limit was not always enough; inconclusive = no clear call, values can overlap the other calls;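 also: yeast W303a lacking pdr1 and pdr3 grown in galactose medium; growth measured after three days at 30 °C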
Yp Topo-I inh – inhibitors of Yersinia pestis topoisomerase I; Y. pestis Topo-I cleavage product accumulation, plate reader; activity, % at 10 µM; actives 0.064% (n = 360,000); AID 504884; in the data active = activity above about 50%, passing the limit was not always enough; inconclusive = no clear call, values can overlap the other calls; also: inactives centre near 2
DUSP3 inh – DUSP3 (human) phosphatase inhibition; P51452; recombinant VHR phosphatase, pNPP absorbance; inhibition, % at 13.3 µM; actives 0.52% (n = 290,000); AID 1654; in the data active = inhibition above about 50%; also: some compounds called inactive have numbers as strong as hits
* = called active by the depositor; i = inactive; ? = inconclusive; . = no result given; & = joins results of further samples. Rule as the data show it, unless noted: active = inhibition above about 30%; inconclusive = no clear call, values can overlap the other calls; inactive = below that. Not all compounds are listed; the hit share may differ from the screen's.

cpd	structure	SSB-PriA inh	3CLpro inhibitor	BH1578 lux ind	Anthrax LF prot	TcdB inh	BoNT-A LC inh2	CCHFV vOTU inh	PfHsp40 rescue	Yp Topo-I inh	DUSP3 inh
1	O=C1C2Sc3[nH]c(=O)sc3C(c3ccccc3)C2C(=O)N1c1ccccc1 (stereo unspecified)	13	1	i	-6	.	0.3	6	-0.5	-12	23
2	Cc1ccc(S(=O)(=O)N2CCOCC2)cc1C(=O)c1nccn1C	0	1	-0.3	-5	-2.8	-0.5	-7	-1.0	-2	-14
3	CCOc1ccc(-c2cc(C(=O)OC)[nH]n2)cc1	-2	3	i	-2	0.2	-1.0	-5	0.8	-3	6
4	CCN1C(C)=C(C)S/C1=C1\SC(=S)N(C2CCCCC2)C1=O	6	6	-0.2	0	0.6	3.2	-1	0.9	-2	13
5	Cc1cccc(/C=C2/SC(=O)N(Cc3ccccc3Cl)C2=O)n1	2	-2	-1.7	-3	-1.3	1.2	3	0.1	1	13
6	Cc1cccc(CN2CCN(Cc3ccc4nonc4c3)CC2CCO)n1 (stereo unspecified)	-4	-5	-0.8	-8	0.9	1.1	5	-1.8	4	-4
7	CCOC(=O)c1cc(C(C)(C)C)oc1CN	-6	-2	i	-7	.	-0.7	-2	-1.5	3	9
8	C/C=C(\C)C(=O)NCCN1C2=NC[C@H](Cc3ccc(O)cc3)N2C[C@H]1Cc1ccc(O)cc1	14	-6	i	3	2.9	0.0	-8	0.2	-8	-8
9	CCOC(=O)[C@]12CCC=C1N(CCC1=CCCCC1)C(=O)[C@H](CC(=O)NCCCN1CCCC1=O)C2	.	.	.	-11	0.9	-1.5	-13	.	.	.
10	Cc1ccc(-c2nn(-c3ccccc3)cc2C(=O)Nc2cccc(S(=O)(=O)NC3=NCCC3)c2)cc1	.	.	-5.6	-7	-0.5	-0.3	-2	.	3	.
11	O=C1c2cc(Cl)ccc2-c2c(O)cc(Cl)cc21	0	.	i	8	1.4	2.0	4	-0.9	-33	.
12	CN1CCS/C1=C\C=C1/SC(=S)N(CC(=O)O)C1=O	-7	-6	i	-6	-5.9	-1.1	30*	2.3	3	40
13	CCC(C)(NC(=O)c1ccccc1)C(=O)O (stereo unspecified)	-7	5	-0.2	0	.	-0.1	-4	1.0	-8	-17
14	Cc1ccc(NC(=O)NC2CC(=O)N(c3ccc4c(c3)OCCO4)C2)cc1C (stereo unspecified)	-3	.	-0.7	1	0.7	5.2	-6	-0.4	1	.
15	COc1ccc(OC)c(CN2CCN(C(=O)c3cc4ccccc4cc3O)CC2)c1	24	-4	-0.8	-2	0.6	1.1	13	-0.8	26	41
16	Oc1ccc(/C=N/n2c(COc3ccccc3)n[nH]c2=S)cc1O	.	-2	i	14	-1.7	0.7	2	-1.5	-4	27
17	COCC1CCN(C(=O)c2cc(COc3cccc4cnccc34)on2)CC1	-6	0	i	-2	-0.7	0.5	-20	2.1	13	24
18	CCOC(=O)N1CCN(C(=O)CNC(=O)c2ccccc2F)CC1	-11	.	-5.6	-3	1.2	0.0	9	1.1	3	.
19	CC(C)CCNc1nc(N)c([N+](=O)[O-])c(N2CCCCCC2)n1	-6	-2	-10	-3	0.9	1.4	22	1.2	13	10
20	CSc1nc(N)nc2c1ncn2CC(=O)NCC(c1ccccc1)c1ccccc1	2	.	i	-2	1.3	0.2	-1	1.5	11	.
21	CCCCS(=O)(=O)N1CCCC(C(=O)Oc2ccc(Cl)cc2)C1 (stereo unspecified)	-5	-2	i	18	1.8	0.0	-6	0.4	-7	19
22	COc1ccc(C2CC(=O)C=C(NNS(=O)(=O)c3ccc(C)cc3)C2)cc1 (stereo unspecified)	-10	1	-0.5	1	-1.2	-1.4	10	-0.9	6	8
23	COc1cccc(NC(=O)CN2CCN(c3ccc(F)cc3)CC2)c1	-13	3	-0.4	-4	.	0.0	8	0.8	4	0
24	O=C(O)CCC(=O)N1N=C(c2c(-c3ccccc3)c3cc(Cl)ccc3[nH]c2=O)CC1c1ccccc1 (stereo unspecified)	-7	7	0.4	-1	0.2	0.2	3	3.5	31	29
25	Cn1cccc1Cc1nnc(SCC(=O)Nc2nccs2)n1CCc1ccccc1	6	4	-0.4	-8	0.9	-0.7	8	-1.1	-7	16

Part of the list above in order of length of the SMILES, largest number first.
cpd	structure	SSB-PriA inh	3CLpro inhibitor	BH1578 lux ind	Anthrax LF prot	TcdB inh	BoNT-A LC inh2	CCHFV vOTU inh	PfHsp40 rescue	Yp Topo-I inh	DUSP3 inh
5	Cc1cccc(/C=C2/SC(=O)N(Cc3ccccc3Cl)C2=O)n1	2	-2	-1.7	-3	-1.3	1.2	3	0.1	1	13
6	Cc1cccc(CN2CCN(Cc3ccc4nonc4c3)CC2CCO)n1 (stereo unspecified)	-4	-5	-0.8	-8	0.9	1.1	5	-1.8	4	-4
12	CN1CCS/C1=C\C=C1/SC(=S)N(CC(=O)O)C1=O	-7	-6	i	-6	-5.9	-1.1	30*	2.3	3	40
3	CCOc1ccc(-c2cc(C(=O)OC)[nH]n2)cc1	-2	3	i	-2	0.2	-1.0	-5	0.8	-3	6

(listing goes on)
cpd	structure	SSB-PriA inh	3CLpro inhibitor	BH1578 lux ind	Anthrax LF prot	TcdB inh	BoNT-A LC inh2	CCHFV vOTU inh	PfHsp40 rescue	Yp Topo-I inh	DUSP3 inh
26	COC(=O)CNC(=O)Cn1ccc2ccccc2c1=O	2	3	-0.6	-4	.	-0.1	7	1.0	-1	24
27	N/C(=N\NC(=O)c1ccc(F)cc1)c1cc2ccccc2oc1=O	.	-1	-0.9	-7	1.5	-0.8	-1	-0.1	6	6
28	COc1cc(NC(=O)CSCC(=O)Nc2cccc(C(F)(F)F)c2)c(Cl)cc1Cl	-23	9	7.7	-4	0.7	-0.4	27	2.3	0	7
29	O=C(COc1ccccc1)N/N=C/c1sc(=O)n(Cc2cccc(C(=O)O)c2)c1Cl	i	5	-0.2	.	-1.3	.	-2	-1.3	3	-17
30	Cn1cc2cc([N+](=O)[O-])ccc2n1	-1	4	i	-1	1.1	0.3	-6	-0.7	5	-1
31	Cn1c(CNS(=O)(=O)c2ccc(Cl)cc2)n[nH]c1=S	-15	0	-0.4	-3	.	0.6	-19	-0.1	-2	33
32	Cc1cc(NC(=O)c2ccc(F)cc2)ccc1NC(=O)c1ccco1	-7	8	-0.3	-2	1.9	1.0	5	1.4	10	-8
33	O=C(O)c1cccc2c1C(=O)N(c1ccc3c(c1)Cc1ccccc1-3)C2=O	-13	.	-0.9	1	1.9	0.1	8	-1.2	2	.
34	COC(=O)C1(Cc2cc(-c3ccc(Cl)cc3)no2)CCN(C(=O)OC(C)(C)C)CC1	-8	3	i	-2	0.7	-0.2	3	4.1	17	-2
35	COc1ccc(CCNC(=O)C2CCCN(Cc3nc(-c4ccccc4C)oc3C)C2)cc1OC (stereo unspecified)	0	-5	i	-1	.	?	-1	-0.1	13	29
36	CCN1CC2([N+](=O)[O-])C=CC(=O)C([N+](=O)[O-])(C1)C2CC(=O)c1ccccc1 (stereo unspecified)	-3	-1	i	2	.	1.5	4	0.1	-12	-28
37	CCOC(=O)/C=c1\s/c(=C(\C#N)C(=O)NC)n(-c2ccccc2)c1=O	.	-4	i	-2	.	0.5	10	0.2	-8	34
38	O=C(Cn1nnc(-c2ccccc2NC(=O)c2ccccc2F)n1)NC1CCCC1	-19	-1	i	1	0.1	-0.5	-15	-0.5	-12	2
39	Cc1ccc(NCC(=O)Nc2ccc(Br)cc2)cc1F	-2	3	-0.3	1	0.6	0.2	2	-1.6	-2	18
40	O=C(NCCN1CCCCC1)Nc1ccc(F)c(Cl)c1	7	2	i	-1	.	0.3	-15	4.6	-1	0
41	O=C(CN1CCCCC1)NCCNc1ccc(C(F)(F)F)cc1[N+](=O)[O-]	-6	-1	0.7	0	0.4	-0.4	4	-0.9	0	-3
42	O=C1c2ccccc2C(=O)N1CCCc1cn(C[C@H]2CC[C@H](Cn3cc(CCCN4C(=O)c5ccccc5C4=O)nn3)O2)nn1	9	.	0.1	-1	1.4	-0.6	-4	-0.2	27	.
43	O=C(CN(Cc1ccco1)C(=O)c1nsc(Cl)c1Cl)NC1CCCCC1	1	-6	2.0	1	0.6	-1.0	-8	0.0	29	10
44	CCN(CC)C(=O)c1sc(NC(=O)Cc2ccccc2)c(C#N)c1C	-14	1	2.2	0	.	0.2	14	-0.1	-2	9
45	COc1ccc(NC(=O)CCCn2c(=O)c3sccc3n(Cc3cccc(C)c3)c2=O)cc1	-15	0	-0.3	2	-1.1	-1.7	9	0.0	15	13
46	CC(C)COC(=O)C1C(=O)CC(C)(O)C(C(=O)OCC(C)C)C1c1cccnc1 (stereo unspecified)	-11	-9	-0.3&8.3	-2	.	0.2	-2	0.2&-0.1	-2	19
47	O=C(C(=O)N1CCc2ccccc2C1)c1cn(CC(=O)N2CCOCC2)c2ccccc12	-3	2	-0.4	-1	1.4	-0.8	2	0.5	8	-2
48	COc1ccccc1NC(=O)NC(=O)c1ccccc1	-7	2	0.0	0	-0.7	4.9	1	0.4	0	35
49	CCc1nc(N)c(C#N)c(-c2cccc3ccccc23)c1C	-16	1	i	2	.	0.1	-2	-1.7	9	22
50	COCCCn1c(SCC(=O)N2CCOCC2)nnc1-c1ccco1	-1	0	-0.2	-1	0.4	0.1	1	0.1	-5	-19

Results in sequence from above.
TcdB inh for nos. 31–42: ., 1.9, 1.9, 0.7, ., ., ., 0.1, 0.6, ., 0.4, 1.4
CCHFV vOTU inh for nos. 31–42: -19, 5, 8, 3, -1, 4, 10, -15, 2, -15, 4, -4
PfHsp40 rescue for nos. 31–42: -0.1, 1.4, -1.2, 4.1, -0.1, 0.1, 0.2, -0.5, -1.6, 4.6, -0.9, -0.2

Next section
cpd	structure	SSB-PriA inh	3CLpro inhibitor	BH1578 lux ind	Anthrax LF prot	TcdB inh	BoNT-A LC inh2	CCHFV vOTU inh	PfHsp40 rescue	Yp Topo-I inh	DUSP3 inh
51	N#CCn1c(Cc2ccccc2)nc2ccccc2c1=O	-2	1	-0.9	-13	0.8	2.7	6	-0.6	-2	17
52	Cc1ccc(C(C(=O)NC(C)(C)C)N(Cc2cccnc2)C(=O)C(=O)NC2CCCCC2)o1 (stereo unspecified)	-6	0	-1.0	-3	-0.2	-0.2	-3	-0.8	7	-6
53	COc1ccc(C(=O)Nc2ccc3[nH]ccc3c2)cc1OC	0	.	-0.5	-7	-0.1	2.5	-13	0.2	5	.
54	Cc1nn(CC(=O)NCc2ccccc2)c(C)c1[N+](=O)[O-]	-16	1	i	6	.	0.5	-1	0.4	0	-3
55	CCOc1cccc(SCc2noc(C(=O)NC(C)C)c2C(=O)O)c1	3	2	.	.	0.8	.	3	.	.	25
56	C=CCOc1cccc(C2C(C(=O)c3cc4ccccc4o3)=C(O)C(=O)N2c2cc(C)on2)c1 (stereo unspecified)	-17	10	i	3	0.8	0.1	22	-0.3	69*	2
57	O=C(NCCCNCc1ccccc1)c1ccc(/C=N/O)nc1	.	-6	-0.3	-8	.	-0.6	-9	1.2	3	10
58	COc1ccc(C2(c3ccc(OC)cc3)NC(=O)N(CC(=O)N3CCOCC3)C2=O)cc1	-4	.	-5.0	9	0.1	0.3	-2	-0.4	-1	.
59	CCCN(CCC)Cc1c(C(=O)N/N=C/CCc2ccccc2)nnn1-c1nonc1N	.	0	-0.4	0	-0.2	-1.1	0	-2.0	25	10

Bioassay records from PubChem BioAssay.
